# Bioassay records: PubChem, The Scripps Research Institute Molecular Screening Center
# PAFAH1B2 inh: PAFAH1B2 enzyme inhibitors, primary screen, biochemical, fluorescence polarization, human. Platelet-activating factor acetylhydrolase IB subunit alpha2 (Homo sapiens), P68402. 1.2% of 340,000 active. inhibition, % at 3.39 µM. recombinant PAFAH1B2, FP-rhodamine activity probe;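 active = inhibition above the mean of all tested compounds plus 3 SD, cut at about 24% in these data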;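 note: 0% = enzyme with DMSO and 100% = wells lacking PAFAH1B2; many of its hits are not listed in these tables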
# Target sequence (P68402 whole entry, looked up): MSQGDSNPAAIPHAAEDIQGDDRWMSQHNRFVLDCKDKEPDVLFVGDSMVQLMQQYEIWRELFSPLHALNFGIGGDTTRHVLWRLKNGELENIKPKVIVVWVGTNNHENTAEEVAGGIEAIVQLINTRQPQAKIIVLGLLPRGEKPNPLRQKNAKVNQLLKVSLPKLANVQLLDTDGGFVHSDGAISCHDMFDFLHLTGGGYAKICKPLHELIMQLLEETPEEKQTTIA
# GSTO1 inh: inhibitors of recombinant GSTO1, primary screen, counter-screen for RBBP9 inhibitor project, biochemical, fluorescence polarization; Glutathione S-transferase omega-1 (Homo sapiens), P78417; activity-based probe fluorescence polarization; inhibition, % at 5.96 µM; 1.1% of 300,000 active;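 active = inhibition above the campaign mean inhibition plus 3 SD, cut at about 35% in these data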;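 note: 0% = GSTO1-1 with DMSO and 100% = wells lacking GSTO1-1 enzyme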
# PAD4 FP inh: human PAD4 inhibitors, primary screen, biochemical, fluorescence polarization, 1536-well format. inhibition, % at 6.36 µM. recombinant PAD4, RCA probe fluorescence polarization. 0.41% of 330,000 active;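 active = percent inhibition above a cutoff equal to the mean of all tested compounds plus 3 SD, cut at about 15% in these data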;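 note: 0% = PAD4 with RCA probe and DMSO and 100% = probe without PAD4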
# LYPLA1 inh: LYPLA1 inhibitors, primary screen, counter-screen for PME1 inhibitor project, biochemical, fluorescence polarization, FP-Rh probe ABPP; Acyl-protein thioesterase 1 (Homo sapiens), O75608; 0.16% of 320,000 active; inhibition, % at 5.9 µM; AID 2174, 2009; recombinant LYPLA1;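 active = inhibition above the mean of all tested compounds plus 3 SD, set per campaign, cut at about 14% in these data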;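 note: inhibitors block serine hydrolase probe labeling of LYPLA1 so polarization falls; 0% = enzyme with DMSO and 100% = wells lacking LYPLA1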
# Target sequence (O75608 whole entry, looked up): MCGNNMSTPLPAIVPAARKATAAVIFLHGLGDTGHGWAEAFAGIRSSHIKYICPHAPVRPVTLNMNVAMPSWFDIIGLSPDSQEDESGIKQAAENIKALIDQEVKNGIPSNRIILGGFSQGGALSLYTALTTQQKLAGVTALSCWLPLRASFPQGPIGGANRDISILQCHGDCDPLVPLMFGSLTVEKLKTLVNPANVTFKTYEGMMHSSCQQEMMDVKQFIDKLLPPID
# PAFAH2 inh: PAFAH2 enzyme inhibitors, primary screen, biochemical, fluorescence polarization, human. Platelet-activating factor acetylhydrolase 2, cytoplasmic (Homo sapiens), Q99487. recombinant PAFAH2, FP-rhodamine activity probe. inhibition, % at 3.39 µM. 0.99% of 340,000 active. AID 492956, 2010;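 active = inhibition above the mean over all tested compounds plus 3 SD, cut at about 30% in these data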;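 note: inhibitors block probe labeling of enzyme so polarization drops; 0% = enzyme with DMSO and 100% = wells lacking PAFAH2 protein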
# PAFAH1B3 FP inh: PAFAH1B3 enzyme inhibitors, primary screen, biochemical, fluorescence polarization, human; Platelet-activating factor acetylhydrolase IB subunit alpha1 (Homo sapiens), Q15102; recombinant PAFAH1B3, FP-rhodamine probe; inhibition, % at 3.39 µM; 0.28% of 340,000 active; AID 492972, 2010;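 active = inhibition above the screen-wide average of all tested compounds plus 3 SD, cut at about 25% in these data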;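 note: 0% = enzyme with DMSO only and 100% = wells lacking PAFAH1B3 protein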
# Target sequence (Q15102 whole entry, looked up): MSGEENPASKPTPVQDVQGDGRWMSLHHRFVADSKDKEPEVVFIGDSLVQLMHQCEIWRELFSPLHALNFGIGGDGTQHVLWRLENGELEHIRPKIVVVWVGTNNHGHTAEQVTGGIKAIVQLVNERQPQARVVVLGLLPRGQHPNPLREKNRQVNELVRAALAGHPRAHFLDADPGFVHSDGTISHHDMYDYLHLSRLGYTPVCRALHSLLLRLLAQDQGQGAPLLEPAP
# PREPL inhibitor: PREPL enzyme inhibitors, primary screen, biochemical, fluorescence polarization | AID 2751, 2010 | 0.68% of 320,000 active | recombinant PREPL, fluorescence polarization activity-based probe | inhibition, % at 5.96 µM | Prolyl endopeptidase-like (Homo sapiens), Q4J6C6; in the data active = inhibition above about 43%;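 note: 0% = enzyme with DMSO and 100% = wells lacking enzyme; many of its hits are not listed in these tables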
# LYPLA2 counter: LYPLA2 inhibitors, primary screen, counter-screen for PME1 inhibitor project, biochemical, fluorescence polarization, FP-Rh probe ABPP. 0.38% of 320,000 active. recombinant LYPLA2. inhibition, % at 5.9 µM. Acyl-protein thioesterase 2 (Homo sapiens), O95372;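 active = inhibition above the screen-wide mean plus 3 SD, limit set per campaign, cut at about 26% in these data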;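 note: 0% = LYPLA2 with DMSO and 100% = wells lacking LYPLA2 enzyme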
# Target sequence (O95372 whole entry, looked up): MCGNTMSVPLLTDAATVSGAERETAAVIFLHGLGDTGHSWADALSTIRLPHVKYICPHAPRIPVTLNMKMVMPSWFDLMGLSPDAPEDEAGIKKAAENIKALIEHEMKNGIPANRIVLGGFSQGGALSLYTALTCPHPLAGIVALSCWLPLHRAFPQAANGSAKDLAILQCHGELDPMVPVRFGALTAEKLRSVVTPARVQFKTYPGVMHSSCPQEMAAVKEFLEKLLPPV
# pPAFAH FP inh: pPAFAH enzyme inhibitors, primary screen, biochemical, fluorescence polarization, human; Platelet-activating factor acetylhydrolase (Homo sapiens), Q13093; recombinant pPAFAH, FP-rhodamine probe fluorescence polarization; inhibition, % at 3.39 µM; 1.5% of 330,000 active; AID 463082, 2010;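 active = inhibition above the mean inhibition across the screen plus 3 SD, cut at about 25% in these data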;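 note: inhibitors block binding of the rhodamine activity-based probe so polarization drops; 0% = enzyme with DMSO and 100% = wells lacking pPAFAH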
# Starred values were filed as active, the others as inactive; . = no result given. A portion of the library; count on the stated rates, not on these rows.
structure	PAFAH1B2 inh	GSTO1 inh	PAD4 FP inh	LYPLA1 inh	PAFAH2 inh	PAFAH1B3 FP inh	PREPL inhibitor	LYPLA2 counter	pPAFAH FP inh
O=C1/C(=C\c2ccccc2)SC(=S)N1CCC(=O)N1CCCCC1CCO (configuration not stated)	1	7	-8	7	4	3	43	2	2
Cc1cc(C(=O)OCC(=O)c2ccc(Br)s2)no1	3	2	-2	0	2	8	10	2	10
COC(=O)CSc1nc(-c2ccccc2)cc(-c2ccco2)c1C#N	-3	-7	0	-3	-6	-1	-4	-6	4
O=S(=O)(c1ccccc1)N1CCN(c2ccnc3cc(Cl)ccc23)CC1	.	-13	-1	-7	.	.	-10	-14	-8
CCOC(=O)c1cn2nc(N3CCCCC3)ccc2n1	3	0	0	1	-21	1	-4	0	0
CC(=O)c1ccc(NC(=S)N2CCC(O)CC2)cc1	4	3	-5	0	-4	8	-1	5	-1
Cc1ccc(NC(=O)CN2CCC3(O)CCCCC3C2c2ccc3c(c2)OCO3)c(C)c1 (configuration not stated)	1	-2	8	3	14	-3	9	4	2
O=C(O)CNC(=O)c1ccc(Oc2c(F)c(F)c(Oc3ccc(C(=O)NCC(=O)O)cc3)c(F)c2F)cc1	-5	5	-3	0	-18	8	-2	6	5
CCCNC(=O)Cc1c(C)oc2ccccc12	5	-5	1	0	-10	-3	5	-2	-2
CCOC(=O)C1=C(C)NC2=C(C(=O)C(C(=O)OCC)C(c3ccc(OC)cc3)C2)C1c1ccccn1 (configuration not stated)	9	0	1	-1	-3	12	5	-8	5
CC1CCCCC1NC(=O)COC(=O)C12CC3CC(CC(Cl)(C3)C1)C2 (configuration not stated)	35*	11	1	-2	62*	8	-2	0	7
O=S(=O)(c1ccc(Cl)s1)N1CCCCC1	11	10	-6	0	2	3	-5	-3	0
OC(COc1ccc2c(c1)OCO2)CN1CCCCC1 (configuration not stated)	1	4	3	-2	3	7	-5	6	1
CCN1CCN(C(c2cccs2)C(C)NC(=O)c2ccco2)CC1 (configuration not stated)	-1	8	-1	-2	1	-5	-34	2	0
CC1(NC(=O)Cc2csc(-c3cccc(Cl)c3)n2)CCS(=O)(=O)C1 (configuration not stated)	2	.	21*	7	5	9	8	13	6

# More records.
structure	PAFAH1B2 inh	GSTO1 inh	PAD4 FP inh	LYPLA1 inh	PAFAH2 inh	PAFAH1B3 FP inh	PREPL inhibitor	LYPLA2 counter	pPAFAH FP inh
CS(=O)(=O)NCCCNc1c(Cl)cccc1[N+](=O)[O-]	4	-2	-4	-4	-15	10	-1	-2	0
O=C(COC(=O)Cc1ccccc1F)Nc1cccc(S(=O)(=O)NC2=NCCCCC2)c1	7	11	0	-2	-2	4	4	-1	4
COc1cccc(NC(=O)CCCn2nc(C)c3c(C)n(-c4ccccc4)nc3c2=O)c1	2	1	-7	2	3	1	-7	-4	-2
Cc1ccccc1C(=O)Nc1cccc(NC(=O)c2ccc(-c3ccc(Br)cc3)o2)c1	-5	-21	1	-3	-12	-11	-10	-7	-1
CCCCOc1ccc(/C=C/C(=O)Nc2ccc(C(N)=O)cc2)cc1	-9	-14	-8	-17	-20	-29	-2	-26	-1
O=C1/C(=C/c2ccco2)SC(=S)N1CCC(=O)N1CCCCC1CCO (configuration not stated)	-1	22	-9	-2	11	1	24	2	18
CC(C)OP(=O)(OC(C)C)C(Nc1cccc(C(=O)O)c1)c1ccccc1 (configuration not stated)	4	-1	-4	7	3	6	0	8	4
S=C(NCc1cccnc1)Nc1ccc(Oc2ccc(Cl)cc2)cc1	2	4	-1	-10	-5	2	2	0	1
Cc1csc(NC(=O)CSc2nnc(NC(=O)C3CC(=O)N(c4ccccc4)C3)s2)n1 (configuration not stated)	-4	-4	-4	0	4	7	7	-2	0
Cc1cc(C)nc(Nc2ncc(O)n2-c2ccccc2)n1	3	5	-3	-1	3	6	6	-3	-11
CCn1c(SCC(=O)N2CCCc3ccccc32)nnc1-c1ccoc1C	6	-3	-5	-3	-4	0	6	2	9
C[C@H](NC(=O)c1ccc(Cl)cc1)C(=O)OCn1nnc2ccccc2c1=O	1	.	-4	.	2	12	0	.	2
COC(=O)C1=CN(C2CC2)C=C(C(=O)OC)C1c1ccc(C(F)(F)F)cc1	-1	0	-3	-1	-4	1	7	11	0
O=C(O)c1c(C(=O)N2N=C3/C(=C/c4ccccc4)CCCC3C2c2ccccc2)cccc1[N+](=O)[O-] (configuration not stated)	-1	1	-1	0	1	7	3	-1	3
CC(C)CNC(=O)CCCSc1nc2ccccc2[nH]1	-1	2	-1	3	6	13	3	-4	2

# Additional structures.
structure	PAFAH1B2 inh	GSTO1 inh	PAD4 FP inh	LYPLA1 inh	PAFAH2 inh	PAFAH1B3 FP inh	PREPL inhibitor	LYPLA2 counter	pPAFAH FP inh
O=C(NCc1ccccc1)C1CCC(=O)N(CCCN2CCCC2=O)C1 (configuration not stated)	3	1	-5	3	2	0	17	1	2
C=CCc1cc(Cl)ccc1OCCCn1ccnc1	10	-2	-2	-2	-6	3	-1	0	7
COc1ccc(/C=C/C(=O)OCC(=O)c2ccc[nH]2)cc1	-4	.	2	1	9	7	0	2	4
O=c1[nH]c(N2CCCCC2)nc2ncn(Cc3ccccc3)c12	8	2	-4	-1	-2	7	6	-4	-4
COc1cc(C=O)ccc1OCCOCCOc1ccc(Cl)cc1	2	6	-2	0	2	2	-5	3	2
O=C(COc1ccccc1)NCC(c1ccco1)N1CCN(c2ccccc2)CC1 (configuration not stated)	6	-4	-5	3	-1	4	-54	7	5
COc1cc(CC(=O)OCC(=O)Nc2ccc(S(=O)(=O)N3CCCC3)cc2)cc(OC)c1OC	2	6	-3	-2	0	0	1	-1	3
CCCCC(Br)C(=O)Nc1ccc(S(=O)(=O)Nc2cc(C)nc(C)n2)cc1 (configuration not stated)	3	2	0	1	0	11	2	6	3
COc1ccc(-c2ccc3oc(-c4ccc(OC)cc4)c(C#CCO)c3c2)cc1	-1	9	1	-22	-18	-1	16	-48	-2
COC(=O)c1ccc(C(=O)N(Cc2ccccc2)c2ccccc2)cc1	-4	3	0	-3	0	-1	0	4	2
CCCOC(=O)CSC1=C(C#N)C(c2ccccc2Cl)CC(=O)N1 (configuration not stated)	6	-5	0	0	4	4	-5	-2	5
CCOC(=O)Cn1c(N2CCOCC2)nc2c1c(=O)[nH]c(=O)n2C	4	7	2	-2	-7	10	-3	-4	2
O=C1c2ccccc2C(=O)C1c1nccc2ccccc12	1	11	0	-2	7	3	11	4	-1
CN1CCN(c2ccc([N+](=O)[O-])cc2C(=O)c2ccc(Br)cc2)CC1	3	3	-4	2	-1	4	25	2	7
Cc1ccccc1NC1(C#N)C(=O)Nc2ccccc21 (configuration not stated)	1	6	3	0	-11	0	3	2	7

# (further entries)
structure	PAFAH1B2 inh	GSTO1 inh	PAD4 FP inh	LYPLA1 inh	PAFAH2 inh	PAFAH1B3 FP inh	PREPL inhibitor	LYPLA2 counter	pPAFAH FP inh
CC(C)C(CCNC(=O)CN1C(=O)c2ccccc2C1=O)c1ccco1 (configuration not stated)	6	-1	2	1	1	5	-5	5	3
CCOC(=O)C1CCN(C(=O)Cn2nc(C)n3cccc3c2=O)CC1	0	-4	0	-2	13	7	20	1	-3
COC(=O)c1c(NC(=O)CC2SC(N)=NC2=O)sc(C)c1C (configuration not stated)	1	2	-5	-1	-1	3	2	-7	-1
O=C(Nc1ccc([N+](=O)[O-])cc1)Nc1ccc2c(c1)OCCO2	3	-10	-10	-8	1	3	7	-8	8
CC1CCCC(NC(=O)COC(=O)COc2ccc(Br)cc2)C1C (configuration not stated)	18	.	-1	.	-4	4	6	.	16
CCc1cccc2sc(N3CCN(C(=O)c4ccc([N+](=O)[O-])o4)CC3)nc12	1	15	-3	3	6	6	21	-3	9
Cc1[nH]ccc(=O)c1OCc1ccc(Cl)cc1	-1	0	-3	-2	2	3	0	-5	0
COC(=O)c1ccc(C)c(NC(=O)CCc2ccc(OC)cc2)c1	4	-2	-2	0	5	3	-6	-4	11
COc1cc(CNCCCN2CCOCC2)cc(Br)c1OCc1ccc(Cl)cc1	-1	-10	-7	-4	-1	0	14	-4	6
O=C(CCc1c[nH]c2ccccc12)N1CCN(c2ccc(O)cc2)CC1	6	10	1	1	3	-1	29	11	11
O=C(c1cc(-c2cccc3ccccc23)nc2ccccc12)N1CCN(CCO)CC1	-6	.	2	.	-8	-1	25	.	-1
CC1CCN(S(=O)(=O)c2ccc3c(c2)c(=O)c(C(=O)NCc2cccs2)cn3C)CC1	-2	2	-2	3	-4	7	1	-2	4

# Molecules above that have an aryl methoxy group, in the order listed:
structure	PAFAH1B2 inh	GSTO1 inh	PAD4 FP inh	LYPLA1 inh	PAFAH2 inh	PAFAH1B3 FP inh	PREPL inhibitor	LYPLA2 counter	pPAFAH FP inh
CCOC(=O)C1=C(C)NC2=C(C(=O)C(C(=O)OCC)C(c3ccc(OC)cc3)C2)C1c1ccccn1 (configuration not stated)	9	0	1	-1	-3	12	5	-8	5
COc1cccc(NC(=O)CCCn2nc(C)c3c(C)n(-c4ccccc4)nc3c2=O)c1	2	1	-7	2	3	1	-7	-4	-2
COc1ccc(/C=C/C(=O)OCC(=O)c2ccc[nH]2)cc1	-4	.	2	1	9	7	0	2	4
COc1cc(C=O)ccc1OCCOCCOc1ccc(Cl)cc1	2	6	-2	0	2	2	-5	3	2
COc1cc(CC(=O)OCC(=O)Nc2ccc(S(=O)(=O)N3CCCC3)cc2)cc(OC)c1OC	2	6	-3	-2	0	0	1	-1	3
COc1ccc(-c2ccc3oc(-c4ccc(OC)cc4)c(C#CCO)c3c2)cc1	-1	9	1	-22	-18	-1	16	-48	-2
COC(=O)c1ccc(C)c(NC(=O)CCc2ccc(OC)cc2)c1	4	-2	-2	0	5	3	-6	-4	11
COc1cc(CNCCCN2CCOCC2)cc(Br)c1OCc1ccc(Cl)cc1	-1	-10	-7	-4	-1	0	14	-4	6
